GLS inhibitor: glutaminase GLS (human) inhibition; O94925; GLS enzymatic activity, qHTS titration; Potency, µM (top dose mostly 45.5 µM), for the others: at the highest dose activity change, negative = inhibition, hits mostly inhibitors; 410,000 compounds, 0.21% hits; also: % is scaled to controls: 0 for no effect and ±100 for the full control effect
Target sequence (O94925 whole entry, looked up): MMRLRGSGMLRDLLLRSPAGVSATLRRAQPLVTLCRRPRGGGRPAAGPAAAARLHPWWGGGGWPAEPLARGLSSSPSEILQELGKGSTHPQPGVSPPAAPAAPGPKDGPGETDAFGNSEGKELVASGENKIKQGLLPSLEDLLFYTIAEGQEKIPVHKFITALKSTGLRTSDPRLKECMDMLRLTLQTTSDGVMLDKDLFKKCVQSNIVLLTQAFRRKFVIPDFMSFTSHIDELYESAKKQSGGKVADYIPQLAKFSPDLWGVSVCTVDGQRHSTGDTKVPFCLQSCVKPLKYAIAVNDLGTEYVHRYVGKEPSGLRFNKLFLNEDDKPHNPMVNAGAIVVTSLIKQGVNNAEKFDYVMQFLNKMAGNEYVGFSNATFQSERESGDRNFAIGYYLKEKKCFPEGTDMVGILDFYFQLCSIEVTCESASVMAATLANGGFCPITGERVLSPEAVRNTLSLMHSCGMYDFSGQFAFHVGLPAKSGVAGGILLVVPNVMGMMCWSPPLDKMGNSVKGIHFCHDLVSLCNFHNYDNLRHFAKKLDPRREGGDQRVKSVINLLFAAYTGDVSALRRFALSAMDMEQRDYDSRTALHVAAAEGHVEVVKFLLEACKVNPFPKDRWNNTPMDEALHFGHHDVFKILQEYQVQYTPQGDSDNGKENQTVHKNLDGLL
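Coupled fluorescence readout: glutamate oxidase/HRP/Amplex Red detect glutamate formed by hKGA from L-glutamine (1 mM solution added). Buffer 45 mM KH2PO4 pH 8.2, 0.02% Tween-20; reads at t0 and 30 min RT.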
JMJD2A Tudor: JMJD2A Tudor domain (human) inhibition; O75164; AlphaScreen JMJD2A-Tudor / H3K4me3 peptide binding; 390,000 compounds, 4.4% hits; Potency, µM (highest dose often 114 µM), without a hit: top-dose activity change, negative = inhibition, hits mostly inhibitors; also: % is scaled to controls: 0 for no effect and ±100 for the full control effect; nearly all actives have a fitted effect of over 50% in size
POLI inh: DNA polymerase iota (human) inhibition; Q9UNA4; Pol iota fluorescent replication assay, 10 min; Potency, µM (top dose mostly 115 µM), for the others: top-dose activity, negative = inhibition, most hits filed as inhibitors; 390,000 compounds, 1% hits; AID 588590
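Fluorescent replication assay read twice, at 0 min and 10 min after adding 50 nM (final) substrate. Enzyme (10 nM) and compounds were first incubated 15 min at room temperature; enzyme-free buffer wells were negative controls.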
G9a block: blocks human histone lysine methyltransferase G9a | Q96KQ7 | G9a H3K9 monomethylation, AlphaScreen, 2 h | Potency, µM (titrated, usually from 102 µM), inactives show at the highest dose activity, negative = inhibition, actives largely listed as inhibitors | 350,000 compounds, 8.8% hits; also: % is scaled to controls: 0 for no effect and ±100 for the full control effect; nearly all actives have a fitted effect of over 75% in size
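Step 1: enzyme (final 20 nM) with compound, 15 min RT. Step 2: substrate peptide 500 nM and SAM 20 uM, 2 h RT. Step 3: anti-H3K9me1 antibody and AlphaScreen beads, 10 min, then plate read.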
HP1b chromo inh: HP1-beta chromodomain-methylated histone interaction inhibition; AlphaScreen HP1-beta / biotin-H3K9me3 peptide binding; Potency, µM (top dose mostly 114 µM), without a hit: at the top dose activity change, negative = inhibition, usual class: inhibitors; 390,000 compounds, 0.56% hits; AID 540317; also: nearly all actives have a fitted effect of over 70% in size; inactives centre near 23
Target sequence (P83916 whole entry, looked up): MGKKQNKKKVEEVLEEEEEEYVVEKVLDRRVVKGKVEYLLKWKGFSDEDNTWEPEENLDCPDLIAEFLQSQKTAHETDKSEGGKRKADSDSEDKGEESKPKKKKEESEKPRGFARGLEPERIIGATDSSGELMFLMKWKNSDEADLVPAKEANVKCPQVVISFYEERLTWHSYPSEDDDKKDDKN
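AlphaScreen: HP1-beta (50 nM) preformed 30 min with biotin-H3(1-18)K9me3 peptide (50 nM) in PBS pH 7.4, 0.01% Tween-20. Compound added for 30 min at RT, then streptavidin donor/nickel chelate acceptor beads (10 ug/mL) for 30 min.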
PGK inhibitor: T. brucei PGK inhibition; P07378; PGK/GAPDH coupled, Kinase-Glo luminescence, 60 min; Potency, µM (highest dose often 57.5 µM), for inactives: at the highest dose activity change, negative = inhibition, hits mostly inhibitors; 380,000 compounds, 0.043% hits; also: % is scaled to controls: 0 for no effect and ±100 for the full control effect; nearly all actives have a fitted effect of over 60% in size
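Recombinant glycosomal PGK reaction used 1,3-bisphosphoglycerate generated in-well by GAPDH (100nM final) in 100mM TEA pH 7.6, 5mM MgCl2, 0.01% Tween-20. After 60 minutes at room temperature, ATP was read by Kinase-Glo Plus luminescence end-point.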
BAZ2B inh: blocks human BAZ2B; AlphaScreen BAZ2B-H3K14Ac peptide displacement; AID 504333; Potency, µM (highest dose often 114 µM), for the others: at the highest dose activity change, negative = inhibition, hits mostly inhibitors; 360,000 compounds, 4.4% hits; Q9UIF8; also: % is scaled to controls: 0 for no effect and ±100 for the full control effect; nearly all actives have a fitted effect of over 60% in size
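In this displacement format the biotinylated H3(5-23) peptide acetylated at Lys14 serves as ligand at 50 nM, with BAZ2B at 50 nM in PBS pH 7.4 containing 0.01% Tween-20. Donor and acceptor beads are 10 ug/mL final.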
BLM helicase inh: inhibitors of human Bloom syndrome helicase BLM | recombinant BLM DNA unwinding, fluorescence dequenching | AID 2528 | Potency, µM (titrated, usually from 56.1 µM), inactives show at the highest dose activity change, negative = inhibition, usual class: inhibitors | 350,000 compounds, 0.2% hits;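 also: plate controls were vehicle for no effect and no enzyme for full effect; nearly all actives have a fitted effect of over 35% in size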
Pin1 inh: inhibitors of human Pin1 | Q13526 | Pin1 FP peptide displacement, HiFluor488, 10 min | Potency, µM (titrated, usually from 115 µM), inactives show at the highest dose activity, negative = inhibition, most hits filed as inhibitors | 390,000 compounds, 0.009% hits; active = well fitted inhibition curve with a large enough effect in the polarisation, with a control signal flat, not every such curve was filed as active; inconclusive = small, poorly fitted or top-dose-only effect, or effect the other way, or a change in a side signal; inactive = no such curve, though single readings can be large or run the other way; the % refers to the polarisation; also: % is scaled to controls: 0 for no effect and ±100 for the full control effect
Target sequence (Q13526 whole entry, looked up): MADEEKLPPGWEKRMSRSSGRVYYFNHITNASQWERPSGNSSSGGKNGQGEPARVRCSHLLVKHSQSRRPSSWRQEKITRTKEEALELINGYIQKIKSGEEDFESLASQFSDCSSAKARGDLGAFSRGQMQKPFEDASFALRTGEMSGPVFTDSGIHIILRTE
Numbers without * were called inactive; & = joins results of further samples; [ ] = another dose, or the depositor's remark. Unless noted, calls follow the shape of the dose curve; as a rule, active = well fitted curve in the direction sought with a large enough effect; inconclusive = small, poorly fitted or top-dose-only effect, or another doubt; inactive = no such curve, though single readings can be large; an effect the other way counts as inactive or inconclusive. Potency is read from the fitted curve at half-maximal effect. Only part of the results is shown (hit frequency here may not be typical).

What do the screens show for `COc1ccc(S(=O)(=O)NCCCO)cc1-c1nnc2c3ccccc3c(C)nn12`?
GLS inhibitor: 3%; JMJD2A Tudor: -9%; POLI inh: -2%; G9a block: -46%[59 µM]; HP1b chromo inh: 14%; PGK inhibitor: 0%; BAZ2B inh: -4%; BLM helicase inh: 1%; Pin1 inh: 0%

What do the screens show for `COc1ccc(NC(=O)CSc2oc(-c3ccco3)nc2S(=O)(=O)c2ccc(Br)cc2)c(OC)c1`?
GLS inhibitor: -12%; JMJD2A Tudor: -22%; POLI inh: -2%; G9a block: -27%[59 µM]; HP1b chromo inh: -14%; PGK inhibitor: -2%; BAZ2B inh: -10%; BLM helicase inh: -1%; Pin1 inh: 30%[activator]

What do the screens show for `O=C(CCCCCN1C(=O)CCC1=O)NCc1ccccc1`?
GLS inhibitor: 6%; JMJD2A Tudor: -12%; POLI inh: 10%; G9a block: inconclusive; HP1b chromo inh: 46%[activator]; PGK inhibitor: 1%; BAZ2B inh: -8%; BLM helicase inh: 1%; Pin1 inh: 4%

What do the screens show for `Cc1cccc2c1nc(-c1ccccc1)n1nnnc21`?
GLS inhibitor: -5%; JMJD2A Tudor: -8%; POLI inh: 28%; G9a block: 20%; HP1b chromo inh: 16%; PGK inhibitor: inactive; BAZ2B inh: 5%; BLM helicase inh: 0%; Pin1 inh: 5%

How did C=COc1ccc(N2C(=O)c3ccccc3OC2C)cc1 (stereo not given) do in these assays?
GLS inhibitor: -6%; JMJD2A Tudor: 3%; POLI inh: 95%[activator]; HP1b chromo inh: 60%[activator]; PGK inhibitor: -2%; BAZ2B inh: -4%; BLM helicase inh: -6%; Pin1 inh: -2%

What do the screens show for `CC1CCN(Cc2nnnn2CCCC(=O)N(C)C2CCOC2)CC1` (stereo not given)?
GLS inhibitor: -2%; JMJD2A Tudor: 8%; POLI inh: 73%[activator]; G9a block: 11%; HP1b chromo inh: 32%; PGK inhibitor: 6%; BAZ2B inh: -7%[57.1 µM]; BLM helicase inh: -1%; Pin1 inh: 2%

How did CCCCCCC[C@@H](C/C=C/CCC(=O)N(C)C/C(=C/Cl)C/C(=C\C(=O)N1C[C@H](O)CC1=O)OC)OC do in these assays?
GLS inhibitor: -1%; JMJD2A Tudor: -10%; POLI inh: 12%; HP1b chromo inh: 47%[activator]; PGK inhibitor: 0%; Pin1 inh: inconclusive

How did COC(=O)/C(=C\c1ccc([N+](=O)[O-])cc1)NC(=O)c1ccccc1 do in these assays?
GLS inhibitor: 4%; JMJD2A Tudor: -9%; POLI inh: 16%; HP1b chromo inh: -1%[57 µM]; PGK inhibitor: 3%; Pin1 inh: 1%

How did O=C(Nc1ccc(N2CCN(C(=O)c3ccccc3)CC2)c(Cl)c1)c1ccc(Br)o1 do in these assays?
GLS inhibitor: -3%; JMJD2A Tudor: -25%; POLI inh: 19%; G9a block: 45µM*; HP1b chromo inh: 33%; PGK inhibitor: -6%; BAZ2B inh: -35%; BLM helicase inh: -11%; Pin1 inh: 13%

What do the screens show for `Cc1ccc(NC(=O)c2ccc(OC(=O)COc3ccc(Cl)c(C)c3)cc2)cc1`?
GLS inhibitor: 8%; JMJD2A Tudor: 2%; POLI inh: -5%; G9a block: -5%; HP1b chromo inh: 17%; PGK inhibitor: 1%; BAZ2B inh: -14%; BLM helicase inh: -5%; Pin1 inh: 9%

Results for O=C(CN1C(=O)C2CC=CCC2C1=O)Nc1nnc(SCc2c(Cl)cccc2Cl)s1 (stereo not given) ?
GLS inhibitor: 11%; JMJD2A Tudor: -23%; POLI inh: 6%; G9a block: inconclusive; HP1b chromo inh: 30%; PGK inhibitor: -9%; BAZ2B inh: 17%; BLM helicase inh: -1%; Pin1 inh: inconclusive

What do the screens show for `Cc1n[nH]c(C)c1CN(C)C(=O)c1cc(COc2ccc(F)c(F)c2)on1`?
GLS inhibitor: -1%; JMJD2A Tudor: -2%; POLI inh: 29%; G9a block: 101%[activator]; HP1b chromo inh: 33%; PGK inhibitor: 0%; BAZ2B inh: -1%; BLM helicase inh: -3%; Pin1 inh: -7%

Compounds listed so far that contain an aryl thioether with sulfur outside any ring (2):
What do the screens show for `COc1ccc(NC(=O)CSc2oc(-c3ccco3)nc2S(=O)(=O)c2ccc(Br)cc2)c(OC)c1`?
GLS inhibitor: -12%; JMJD2A Tudor: -22%; POLI inh: -2%; G9a block: -27%[59 µM]; HP1b chromo inh: -14%; PGK inhibitor: -2%; BAZ2B inh: -10%; BLM helicase inh: -1%; Pin1 inh: 30%[activator]

Results for O=C(CN1C(=O)C2CC=CCC2C1=O)Nc1nnc(SCc2c(Cl)cccc2Cl)s1 (stereo not given) ?
GLS inhibitor: 11%; JMJD2A Tudor: -23%; POLI inh: 6%; G9a block: inconclusive; HP1b chromo inh: 30%; PGK inhibitor: -9%; BAZ2B inh: 17%; BLM helicase inh: -1%; Pin1 inh: inconclusive

Next section:
What do the screens show for `Cc1ccc([C@@H]2[C@@H]3C(=O)N(C)C(=O)[C@@H]3[C@]3(C)C(=O)N(Cc4ccccn4)CC(=O)N23)o1`?
GLS inhibitor: 0%; JMJD2A Tudor: -4%; POLI inh: 41%[activator]; G9a block: inconclusive; HP1b chromo inh: 66%[activator]; PGK inhibitor: 1%; BAZ2B inh: -17%; BLM helicase inh: -5%; Pin1 inh: 2%

What do the screens show for `NNC(=O)COc1cccc(Oc2ccccc2)c1`?
GLS inhibitor: 25%; JMJD2A Tudor: -26%; POLI inh: -6%; G9a block: -34%; HP1b chromo inh: 24%; PGK inhibitor: -11%; BAZ2B inh: -15%; BLM helicase inh: -4%; Pin1 inh: -3%

Results for O=C(Cn1cnc2c(nc3n2CCCCC3)c1=O)Nc1cccc(C(F)(F)F)c1 ?
GLS inhibitor: -6%&-1%; JMJD2A Tudor: 6%&5%; POLI inh: 14%&31%; G9a block: -2%[59 µM]; HP1b chromo inh: 18%[57 µM]; PGK inhibitor: -1%; BAZ2B inh: -2%&3%; BLM helicase inh: -2%&3%; Pin1 inh: 1%&-1%

Results for Cc1cccc(N2CCN(Cc3cc(=O)oc4cc(C)ccc34)CC2C)c1 (stereo not given) ?
GLS inhibitor: 4%; JMJD2A Tudor: -30%; POLI inh: 18%; G9a block: -31%[59 µM]; HP1b chromo inh: 14%; PGK inhibitor: inactive; BAZ2B inh: -35%; BLM helicase inh: -4%; Pin1 inh: 1%

How did CCCCCC(O)CCc1n[nH]c(=S)n1-c1ccccc1 (stereo not given) do in these assays?
GLS inhibitor: 0%; JMJD2A Tudor: 20µM*; POLI inh: 0%; G9a block: 8.9µM*; HP1b chromo inh: 13%; PGK inhibitor: -2%; BAZ2B inh: 5%[57.1 µM]; BLM helicase inh: -2%; Pin1 inh: 1%

How did O=C(NCCc1ccccc1)c1ccc(NC(=O)C2CCCCC2)cc1 do in these assays?
GLS inhibitor: -3%; JMJD2A Tudor: -14%; POLI inh: -1%; HP1b chromo inh: 37%; PGK inhibitor: 2%; Pin1 inh: -1%

What do the screens show for `NS(=O)(=O)c1ccc(CCNC(=O)c2ccc(NC3=NC4CS(=O)(=O)CC4S3)cc2)cc1` (stereo not given)?
GLS inhibitor: -6%; JMJD2A Tudor: -7%; POLI inh: 32%[activator]; G9a block: 11%; HP1b chromo inh: 42%[activator]; PGK inhibitor: 3%; BAZ2B inh: -14%; BLM helicase inh: -4%; Pin1 inh: -2%

What do the screens show for `O=S1(=O)CC(N2CCOCC2)c2ccccc21` (stereo not given)?
GLS inhibitor: -7%; JMJD2A Tudor: 17%; POLI inh: -3%; G9a block: 7%[12.7 µM]; HP1b chromo inh: 41%[activator]; PGK inhibitor: -10%; BAZ2B inh: 3%; BLM helicase inh: -7%; Pin1 inh: 8%

How did C=CCn1c(SCc2c(C)noc2C)nc2ccccc2c1=O do in these assays?
GLS inhibitor: 5%; JMJD2A Tudor: 11%; POLI inh: 11%; G9a block: 3%; HP1b chromo inh: 29%; PGK inhibitor: -9%; BAZ2B inh: 11%; BLM helicase inh: -7%; Pin1 inh: -10%

How did O=C(COC(=O)c1ccc([N+](=O)[O-])o1)Nc1nc2ccccc2s1 do in these assays?
GLS inhibitor: 1%; JMJD2A Tudor: -18%; POLI inh: inconclusive; HP1b chromo inh: 6%; PGK inhibitor: 11%; BAZ2B inh: inconclusive; BLM helicase inh: -4%; Pin1 inh: 1%

How did CNc1nc(Cl)nc(NC(C)(C)C)n1 do in these assays?
GLS inhibitor: -2%; JMJD2A Tudor: -11%; POLI inh: -8%; G9a block: 13%; HP1b chromo inh: 21%; PGK inhibitor: inactive; BAZ2B inh: -4%; BLM helicase inh: -1%; Pin1 inh: -1%

Results for Cc1ccc(NS(=O)(=O)c2sc3ccc(Cl)cc3c2C)cc1 ?
GLS inhibitor: 6%; JMJD2A Tudor: 0%; POLI inh: 104%[activator]; HP1b chromo inh: 27%; PGK inhibitor: 6%; BAZ2B inh: inconclusive; BLM helicase inh: -6%; Pin1 inh: 2%

Results for CCCN(CCC)CCCNC(=O)Cn1cnc2sc(C)c(S(=O)(=O)N3CCOCC3)c2c1=O ?
GLS inhibitor: -7%; JMJD2A Tudor: -10%; POLI inh: 27%; G9a block: 11%; HP1b chromo inh: -11%; PGK inhibitor: -9%; BAZ2B inh: -1%; BLM helicase inh: -3%; Pin1 inh: 20%

Results for Cc1ccc(CN(Cc2ccco2)C(=O)c2oc3cc(Br)ccc3c2C)cc1 ?
GLS inhibitor: 0%; JMJD2A Tudor: 29%; POLI inh: 1%; G9a block: 27%[59 µM]; HP1b chromo inh: 63%[activator]; PGK inhibitor: -1%; BAZ2B inh: 7%; BLM helicase inh: -10%; Pin1 inh: -3%

What do the screens show for `CC12CN(Cc3ccccc3)CC(C)(CN(Cc3ccccc3)C1)C2=NO`?
GLS inhibitor: inconclusive; JMJD2A Tudor: -27%[11.4 µM]; POLI inh: 2%; G9a block: inconclusive; HP1b chromo inh: 2%; PGK inhibitor: 7%; BAZ2B inh: -30%; BLM helicase inh: 12%; Pin1 inh: -1%
